Source: PubChem BioAssay
A549 tox: Nrf2 qHTS screen for inhibitors: counterscreen for cytotoxicity. AID 504648, 2011. 390,000 tested, 0.16% active. Potency, µM (top dose mostly 46 µM), without a hit: at the highest dose activity change, negative = cytotoxicity, usual class: inhibitors. A549 ARE-Fluc cells, CellTiter-Fluor viability, 18-24 h; further: potency means the concentration at half of the fitted maximal effect; on the % scale 0 is the no-effect control and ±100 the full control effect
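Cytotoxicity counterscreen: CellTiter-Fluor fluorescence was measured in A549 ARE_Fluc cells after 18-24 h of compound exposure in a concentration series. The subsequent BugLite luminescent read reports ARE-luciferase activity.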
Nrf2 ARE act: qHTS of Nrf2 Activators | Potency, µM (highest dose often 46.1 µM), for inactives: at the highest dose activation, most hits filed as activators | AID 624171, 2012 | AREc32 ARE-luciferase reporter (MCF7-derived line), luminescence, 24 h | 410,000 tested, 0.31% active; further: potency means the concentration at half of the fitted maximal effect; % of control where 0% means no effect; nearly all actives have a fitted effect of over 65% in size
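Cells of the AREc32 ARE-luciferase line are plated in OPTI-MEM containing 5% FBS and left overnight at 37 deg C. Compounds are pinned in, incubation continues 24 hr, and firefly luciferase signal is then measured.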
EPAC2 agonist: qHTS for Agonist of cAMP-regulated guanine nucleotide exchange factor 4 (EPAC2): primary screen; 360,000 tested, 0.079% active; EPAC2 activation, biochemical qHTS; response scale: 100% = 6.5 mM cAMP response; Rap guanine nucleotide exchange factor 4 (Homo sapiens), Q8WZA2; Potency, µM (doses to about 154 µM), without a hit: at the top dose activation, most hits filed as activators; further: potency means the concentration at half of the fitted maximal effect; nearly all actives have a fitted effect of over 50% in size
Target sequence (Q8WZA2 whole entry, looked up): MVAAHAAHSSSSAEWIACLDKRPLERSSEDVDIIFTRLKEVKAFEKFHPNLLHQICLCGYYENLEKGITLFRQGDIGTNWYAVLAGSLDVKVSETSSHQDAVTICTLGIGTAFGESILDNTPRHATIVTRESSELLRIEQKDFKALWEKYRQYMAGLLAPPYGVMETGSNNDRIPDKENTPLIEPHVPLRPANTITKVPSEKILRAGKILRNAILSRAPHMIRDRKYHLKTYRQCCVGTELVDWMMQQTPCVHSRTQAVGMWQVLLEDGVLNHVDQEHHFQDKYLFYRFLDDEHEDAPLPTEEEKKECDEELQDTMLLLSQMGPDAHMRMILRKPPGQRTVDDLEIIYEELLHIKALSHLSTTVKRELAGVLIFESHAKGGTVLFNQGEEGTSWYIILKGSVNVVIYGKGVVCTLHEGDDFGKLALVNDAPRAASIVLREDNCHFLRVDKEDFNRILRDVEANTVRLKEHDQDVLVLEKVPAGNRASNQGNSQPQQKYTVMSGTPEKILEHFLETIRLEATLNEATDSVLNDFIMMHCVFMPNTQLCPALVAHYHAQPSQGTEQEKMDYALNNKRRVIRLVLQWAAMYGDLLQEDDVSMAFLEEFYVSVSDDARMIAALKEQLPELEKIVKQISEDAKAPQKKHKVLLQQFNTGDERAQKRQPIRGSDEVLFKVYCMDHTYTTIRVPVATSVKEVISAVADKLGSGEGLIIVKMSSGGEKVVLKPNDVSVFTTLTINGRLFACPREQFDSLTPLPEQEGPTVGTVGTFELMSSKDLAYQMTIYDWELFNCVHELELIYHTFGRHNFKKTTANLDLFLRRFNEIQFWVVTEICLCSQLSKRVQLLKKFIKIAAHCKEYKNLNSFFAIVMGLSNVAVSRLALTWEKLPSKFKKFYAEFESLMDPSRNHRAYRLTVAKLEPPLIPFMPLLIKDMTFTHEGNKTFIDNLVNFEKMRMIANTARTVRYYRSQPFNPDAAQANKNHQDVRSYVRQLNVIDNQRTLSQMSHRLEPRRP
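Fluorescence exchange assay: 100 nM EPAC2 with 250 nM RAP1B-BODIPY-GDP and 50 uM GDP; compounds tested as a concentration-titration series (qHTS). Loss of Rap1-bound BODIPY-GDP fluorescence read at 480/540 nm; data normalized to 6.5 mM cAMP.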
pAkt inh: HTS Assay for Inhibitors of Akt Phophorylation: Primary Screen. Neuro2A IGF-stimulated pAkt S473 HTRF, 20 min; stronger effect = lower value. activity change, % for hits at 50 µM. 360,000 tested, 0.32% active. AID 651550, 2012; in the data active means activity change below about -80%; inconclusive means mostly about -51% to -80%; further: on the % scale 0 is the no-effect control and ±100 the full control effect
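Neuro2A cells (4,500/well, DMEM with 0.5% FBS) were treated with compound at a single 50 µM final concentration, stimulated with 6 nM IGF for 20 min at 37 °C, and lysed. Phospho-Akt Ser473 was read by HTRF as 665/615 ratio ×10^4.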
EPAC2 antag: qHTS for Antagonist of cAMP-regulated guanine nucleotide exchange factor 2 (EPAC2): primary screen; Rap guanine nucleotide exchange factor 4 (Homo sapiens), Q8WZA2; EPAC2 GEF exchange of Rap1B-BODIPY-GDP, fluorescence; 360,000 tested, 0.18% active; Potency, µM (titrated, usually from 114 µM), inactives show top-dose activity, negative = inhibition, actives largely listed as inhibitors; AID 720708, 2013; further: potency means the concentration at half of the fitted maximal effect; on the % scale 0 is the no-effect control and ±100 the full control effect; nearly all actives have a fitted effect of over 45% in size; many of its hits are not listed in these tables
Nrf2 block: Nrf2 qHTS screen for inhibitors; A549 ARE-Fluc reporter, luciferase luminescence, 18-24 h; Potency, µM (highest dose often 46 µM), without a hit: at the highest dose activity change, negative = inhibition, usual class: inhibitors; 360,000 tested, 2.1% active; further: potency means the concentration at half of the fitted maximal effect; on the % scale 0 is the no-effect control and ±100 the full control effect; nearly all actives have a fitted effect of over 60% in size
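In this cell-based qHTS, ARE-driven firefly luciferase in A549 cells reports Nrf2 activity; the luminescent signal after BugLite lysis is the measured value, with a prior CellTiter-Fluor read for cell health.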
CCT chaperon mod: High-Throughput Screening for Modulators of Cytosolic Chaperonin Activity; purified chaperonin ATPase assay, HTRF ADP detection, 30 min; activity change, % (test concentration not listed), hits read low; 360,000 tested, 0.3% active; AID 651819, 2012; in the data active means activity change below about -30%; further: on the % scale 0 is the no-effect control and ±100 the full control effect
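TRiC at 40 or 20 nM final (batch-dependent) in 30 mM Tris pH 7.4, 100 mM KCl, 5 mM MgCl2, 1 mM DTT, with compound at single 76 uM and 10 uM ATP, 30 min at 37 deg C. ADP detected by HTRF Transcreener, 665/615 ratio.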
Mm-Cpn inhibitor: Inhibitors of TCP-1 ring complex (TRiC) of Methanococcus maripaludis (MmCpn): qHTS; purified Mm-Cpn ATPase, ADP Transcreener TR-FRET; Potency, µM (highest dose often 76.9 µM), for the others: at the top dose activity, negative = inhibition, hits mostly inhibitors; Chaperonin Mm-Cpn (Methanococcus maripaludis); 330,000 tested, 0.031% active; AID 504842, 2011; further: potency means the concentration at half of the fitted maximal effect; on the % scale 0 is the no-effect control and ±100 the full control effect; nearly all actives have a fitted effect of over 80% in size
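Quantitative HTS used 25 nM Mm-CPN and 10 uM ATP in magnesium/KCl Tris buffer, pH 7.4, with 1 mM DTT. Hydrolysis ran 30 min at 37°C; ADP was read by HTRF.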
TGFb SMAD3 inh: qHTS for Inhibitors of TGF-b | HepG2 CAGA-GFP TGF-b/SMAD3 reporter, GFP fluorescence, 18 h; TGF-beta stimulated, 500 pg/mL final | Potency, µM (doses to about 46.1 µM), for inactives: top-dose activity, negative = inhibition, hits mostly inhibitors | 410,000 tested, 1.2% active; further: potency means the concentration at half of the fitted maximal effect; on the % scale 0 is the no-effect control and ±100 the full control effect; nearly all actives have a fitted effect of over 65% in size
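Inhibition was scored as loss of TGF-beta-induced (500 pg/mL final, 18 hours, 37 degrees C) GFP in HEPG2 cells carrying a CAGA-GFP reporter, in DMEM with 1% FBS. Well GFP was summed per cell; Activity was normalised to unstimulated and stimulated DMSO wells, then concentration-response fitting.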
Starred values were filed as active, the others as inactive; & = joins results of further samples; [ ] = remark or other dose. Unless noted, the call rests on the fitted dose curve; in most records, active means well fitted curve in the direction sought with a large enough effect; inconclusive means small, poorly fitted or top-dose-only effect, or another doubt; inactive means no such curve, though single readings can be large; an effect the other way counts as inactive or inconclusive. This is a subset, so the mix of outcomes need not match the whole.

Results for COc1ccccc1C(=O)C(O)c1ccccc1OC (centres undefined) ?
A549 tox: 3%; Nrf2 ARE act: -0.6%; EPAC2 agonist: 2%; pAkt inh: inactive; EPAC2 antag: 3%; Nrf2 block: 4%; CCT chaperon mod: 0.7; Mm-Cpn inhibitor: 1%; TGFb SMAD3 inh: inconclusive

Results for COc1ccc(OCc2nc(N)nc(Nc3ccccc3)n2)cc1 ?
A549 tox: 13%; Nrf2 ARE act: 0.3%; EPAC2 agonist: -7%; pAkt inh: inactive; EPAC2 antag: -10%; Nrf2 block: 6%; CCT chaperon mod: -0.9; Mm-Cpn inhibitor: -2%; TGFb SMAD3 inh: 0%

Results for CCCCc1ccc(NC(=S)NCCc2ccc(S(N)(=O)=O)cc2)cc1 ?
A549 tox: 0%; Nrf2 ARE act: 5.0%; EPAC2 agonist: -4%; pAkt inh: inactive; EPAC2 antag: -10%; Nrf2 block: 1%; CCT chaperon mod: 1.4; Mm-Cpn inhibitor: -2%; TGFb SMAD3 inh: -29%

What do the screens show for `COC(=O)c1ccccc1NC(=O)c1cccc(NC(=O)c2ccc(Br)o2)c1C`?
A549 tox: -19%; Nrf2 ARE act: 1.6%; EPAC2 agonist: 17%; pAkt inh: inactive; EPAC2 antag: -19%; Nrf2 block: inconclusive; CCT chaperon mod: -3.1; Mm-Cpn inhibitor: 4%; TGFb SMAD3 inh: 4%

Results for CC(C)(C)Cc1c(-c2ccccc2)nc2ccc(Br)cn12 ?
Nrf2 ARE act: 8.8%; EPAC2 agonist: 8%; pAkt inh: inactive; EPAC2 antag: -14%; CCT chaperon mod: -0.9; TGFb SMAD3 inh: -29%

How did CCN(CC)S(=O)(=O)c1ccc(NC(=O)COC(=O)c2cnc(C)cn2)cc1 do in these assays?
A549 tox: 0%; Nrf2 ARE act: -0.8%; EPAC2 agonist: 4%; pAkt inh: inactive; EPAC2 antag: 7%; Nrf2 block: 1%; CCT chaperon mod: 0.2; Mm-Cpn inhibitor: 1%; TGFb SMAD3 inh: 17%

How did C=C[C@H](CC(C)C)N(Cc1ccccc1)S(=O)(=O)N(Cc1ccccc1)[C@@H](C=C)CC(C)C do in these assays?
A549 tox: 3%; Nrf2 ARE act: -0.3%; EPAC2 agonist: 1%; pAkt inh: inactive; EPAC2 antag: 1%; Nrf2 block: inconclusive; CCT chaperon mod: -0.2; Mm-Cpn inhibitor: 3%; TGFb SMAD3 inh: 2%&-5%

How did COc1cc(/C=N\Nc2nc(-c3cccs3)c(NC(C)=O)s2)ccc1O do in these assays?
A549 tox: -4%; Nrf2 ARE act: 10%; EPAC2 agonist: -10%; pAkt inh: inactive; EPAC2 antag: -12%; Nrf2 block: -21%; CCT chaperon mod: -2.9; Mm-Cpn inhibitor: -2%; TGFb SMAD3 inh: 14%

Results for COc1ccc(Cl)cc1NC(=O)CSc1nnc(CN2CCOCC2)n1-c1ccc(Cl)cc1 ?
A549 tox: 0%; Nrf2 ARE act: 0.7%; EPAC2 agonist: 10%; pAkt inh: inactive; EPAC2 antag: -1%; Nrf2 block: inconclusive; CCT chaperon mod: -3.6; Mm-Cpn inhibitor: 2%; TGFb SMAD3 inh: 5%

Results for O=C(NNc1nc2c(F)cccc2s1)C1COc2ccccc2O1 (centres undefined) ?
A549 tox: -6%; Nrf2 ARE act: 5.8%; EPAC2 agonist: 1%; pAkt inh: inactive; EPAC2 antag: 6%; Nrf2 block: 2%; CCT chaperon mod: -4.7; Mm-Cpn inhibitor: 4%; TGFb SMAD3 inh: -7%

How did CC[C@@]12C(=O)N(c3cccc(Br)c3)C(=O)N1[C@H](c1ccc(OC)cc1)[C@@H]1C(=O)N(C(C)(C)C)C(=O)[C@@H]12 do in these assays?
A549 tox: -6%; Nrf2 ARE act: 0.3%; EPAC2 agonist: -2%; pAkt inh: inactive; EPAC2 antag: 0%; Nrf2 block: 6%; CCT chaperon mod: -2.5; Mm-Cpn inhibitor: -2%; TGFb SMAD3 inh: -2%

How did O=C(NNc1ccccc1)C(=O)NNS(=O)(=O)c1ccc(CCCl)cc1 do in these assays?
A549 tox: -1%; Nrf2 ARE act: 0.0%; EPAC2 agonist: 8%; pAkt inh: inactive; EPAC2 antag: 10%; Nrf2 block: -17%; CCT chaperon mod: 1.2; Mm-Cpn inhibitor: 0%; TGFb SMAD3 inh: -16%

Results for COc1ccc(CCC(=O)N2CCN(c3cccc(C)c3C)CC2)cc1 ?
A549 tox: 1%; Nrf2 ARE act: -0.1%; EPAC2 agonist: -5%; pAkt inh: inactive; EPAC2 antag: -13%; Nrf2 block: -1%; CCT chaperon mod: -0.4; Mm-Cpn inhibitor: 1%; TGFb SMAD3 inh: -17%

How did Cc1ccc(S(=O)(=O)N2CCCCC2)cc1NC(=O)Cn1cnnn1 do in these assays?
A549 tox: 0%; Nrf2 ARE act: -0.2%; EPAC2 agonist: 6%; pAkt inh: inactive; EPAC2 antag: -2%; Nrf2 block: -7%; CCT chaperon mod: -1.5; Mm-Cpn inhibitor: 1%; TGFb SMAD3 inh: -18%

Results for COC(=O)[C@@]1(Cc2ccc(F)cc2)[C@H]2c3cc(C(=O)N4CCCC4)n(Cc4ccccc4)c3C[C@H]2CN1C(=O)c1ccccc1 ?
Nrf2 ARE act: -0.8%; EPAC2 agonist: 10%; pAkt inh: inactive; EPAC2 antag: -2%; CCT chaperon mod: 0.6

What do the screens show for `Cc1cc(=O)c(C(=O)Nc2cccc(C(=O)NC3CC3)c2)nn1-c1ccccc1Cl`?
A549 tox: 19%; Nrf2 ARE act: 0.5%; EPAC2 agonist: 4%; pAkt inh: inactive; EPAC2 antag: 1%; Nrf2 block: 5%; CCT chaperon mod: 0.5; Mm-Cpn inhibitor: -2%; TGFb SMAD3 inh: -7%

How did NC(=O)CSCc1c(Cl)cccc1Cl do in these assays?
A549 tox: -9%; Nrf2 ARE act: 0.1%; EPAC2 agonist: 8%; pAkt inh: inactive; EPAC2 antag: 0%; Nrf2 block: 1%; CCT chaperon mod: 0.5; Mm-Cpn inhibitor: 3%; TGFb SMAD3 inh: 2%

What do the screens show for `COc1cc2[nH]c(=S)n(Cc3ccco3)c(=O)c2cc1OC`?
A549 tox: -7%; Nrf2 ARE act: 3.3%; EPAC2 agonist: -1%; pAkt inh: inactive; EPAC2 antag: -3%; Nrf2 block: -1%; CCT chaperon mod: -0.5; Mm-Cpn inhibitor: 0%; TGFb SMAD3 inh: -12%

What do the screens show for `COc1ccc(OC)c(NC(=O)N2c3ccccc3Sc3ccccc32)c1`?
A549 tox: 8%; Nrf2 ARE act: 3.7%; Nrf2 block: -2%; TGFb SMAD3 inh: inconclusive

Results for CCCOc1ccc(-c2nc3ccccc3c(=O)o2)cc1 ?
A549 tox: 3%; Nrf2 ARE act: 4.1%; Nrf2 block: inconclusive; TGFb SMAD3 inh: 10%

What do the screens show for `O=C1Oc2ccccc2C(=O)/C1=C/N1CCN(c2ccccc2F)CC1`?
A549 tox: -12%; Nrf2 ARE act: 2.7%; EPAC2 agonist: -3%; pAkt inh: inactive; EPAC2 antag: -5%; Nrf2 block: -23%; CCT chaperon mod: -5.0; Mm-Cpn inhibitor: 1%; TGFb SMAD3 inh: -26%

What do the screens show for `CC1(C)Cc2ccccc2-c2nnc(SCC(=O)Nc3ccc4c(c3)OCO4)n21`?
A549 tox: -16%; Nrf2 ARE act: 1.9%; EPAC2 agonist: -3%; pAkt inh: inactive; EPAC2 antag: -17%[57.1 µM]; Nrf2 block: inconclusive; CCT chaperon mod: -0.4; Mm-Cpn inhibitor: 0%; TGFb SMAD3 inh: -18%

How did COc1ccc(CCNc2oc(COc3ccccc3F)nc2C#N)cc1 do in these assays?
A549 tox: -2%; Nrf2 ARE act: 2.8%; EPAC2 agonist: 11%; pAkt inh: inactive; EPAC2 antag: -9%; Nrf2 block: 6%; CCT chaperon mod: 0.5; Mm-Cpn inhibitor: 1%; TGFb SMAD3 inh: -8%

Results for CC1Oc2ccccc2N(CC(=O)NCc2ccc3c(c2)OCO3)C1=O (centres undefined) ?
A549 tox: 4%; Nrf2 ARE act: 2.9%; EPAC2 agonist: 7%; pAkt inh: inactive; EPAC2 antag: 10%; Nrf2 block: inconclusive; CCT chaperon mod: 2.6; Mm-Cpn inhibitor: 0%; TGFb SMAD3 inh: 12%

Results for COc1ccccc1N1CCN(CC(=O)Nc2c(C)n[nH]c2C)CC1 ?
A549 tox: 0%; Nrf2 ARE act: -0.4%; EPAC2 agonist: 5%; pAkt inh: inactive; EPAC2 antag: 18%; Nrf2 block: 0%; CCT chaperon mod: -0.3; Mm-Cpn inhibitor: -2%; TGFb SMAD3 inh: 18%

How did Cc1nc2ccccc2c(=O)n1/N=C/c1ccccc1O do in these assays?
A549 tox: -4%; Nrf2 ARE act: 7.5%; EPAC2 agonist: -2%; pAkt inh: inactive; EPAC2 antag: 0%; Nrf2 block: inconclusive; CCT chaperon mod: -0.8; Mm-Cpn inhibitor: 1%; TGFb SMAD3 inh: inconclusive
